TNF necrop inh: inhibitors of TNF-alpha triggered necroptosis, primary screen, cell-based, Jurkat FADD-/-, single concentration; Jurkat FADD-/- TNF necroptosis rescue, ATP luminescence, 24 h; 0 = TNF only, 100 = no-TNF cells; activation (protection from cell death), % at 10 µM; hit rate 0.068% among 220,000;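 active means activation, meaning protection from cell death, of at least 50% relative to plate controls; inactive means activation below 50%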;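 further: necroptosis triggered by 40 ng/mL TNF-alpha added together with compound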
zVAD death inh: inhibitors of zVAD-triggered necroptosis, primary screen, L929 cells. L929 zVAD necroptosis rescue, ATP luminescence, 24 h; with zVAD 60 µM. viability rescue, % at 10 µM. hit rate 0.38% among 220,000. AID 1377, 2008;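 active means activation, scaled between plate controls, above about 75%, limit read from the data; inactive means activation under that limit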;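 further: 0% = zVAD with DMSO and 100% = DMSO alone without zVAD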
Tb hexokinase: Trypanosoma brucei hexokinase 1 inhibitors, primary screen, biochemical, G6PDH-coupled NADH absorbance, MLSCN library. recombinant TbHK1, G6PDH-coupled NADH A340. hexokinase 1 [Trypanosoma brucei]. hit rate 0.11% among 220,000. inhibition, % at 10 µM;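 active means inhibition of 50% or more in the single-dose primary screen; inactive means inhibition below 50%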
PGE2 EP2 inh: human EP2 receptor antagonists, primary screen, TR-FRET cAMP, C6 glioma cells; AID 1422, 2008; Prostaglandin E2 receptor EP2 subtype (Homo sapiens), P43116; inhibition, % at 25 µM; C6 glioma cells expressing human EP2; cells stimulated with saturating PGE2; hit rate 0.52% among 260,000;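 active means percent inhibition above 40 after rounding to a whole number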;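 further: rat C6 glioma host cells with rolipram phosphodiesterase inhibitor present; the protocol text gives 20 µM as final concentration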
Target sequence (P43116 whole entry, looked up): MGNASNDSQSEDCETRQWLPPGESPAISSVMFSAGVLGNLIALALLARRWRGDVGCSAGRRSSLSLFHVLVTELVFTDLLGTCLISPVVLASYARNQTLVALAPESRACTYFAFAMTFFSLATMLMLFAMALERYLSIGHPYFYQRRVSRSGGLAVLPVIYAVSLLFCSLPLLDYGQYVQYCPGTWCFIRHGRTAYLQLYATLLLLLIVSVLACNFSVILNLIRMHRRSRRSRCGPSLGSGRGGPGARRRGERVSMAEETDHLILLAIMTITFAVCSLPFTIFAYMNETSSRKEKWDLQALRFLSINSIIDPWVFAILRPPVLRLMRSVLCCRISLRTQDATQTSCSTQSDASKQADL
Wee1 stabilizer: Wee1 degradation inhibitors, primary screen, cell-based, HeLa, Wee1K328M-luciferase, luminescence. Wee1-like protein kinase (Homo sapiens), P30291. HeLa Luc-Wee1K328M stability; 100% = proteasome inhibitor MG132 effect. reporter increase, % at 5 µM. hit rate 1.2% among 220,000;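 active means activation above the mean of all tested compounds plus 3 SD, set per screening run, cut at about 8.8% in these data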;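 further: cells exposed to compound for 20 h before luminescence read; 0% = DMSO alone and 100% = MG132 at 30 µM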
FXIa inh 1536: human FXIa protease inhibitors, primary screen, biochemical, 1536-well. purified FXIa, Boc-Glu-Ala-Arg-AMC fluorogenic substrate. inhibition, % at 5 µM. hit rate 0.14% among 220,000. AID 798, 2007;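 active means inhibition of at least 40%; inactive means inhibition below 40%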;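 further: fluorescence of freed AMC excited at 355 nm; 0% = enzyme without compound and 100% = no enzyme blank; many of its hits are not listed in these tables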
PPC-1+TRAIL kill: compounds killing PPC-1 cancer cells with TRAIL present, primary screen, TRAIL potentiator project, ATPLite luminescence, uHTS; hit rate 0.41% among 220,000; AID 1443, 2008; PPC-1 cells + TRAIL, ATPLite viability luminescence; cell killing (% activity), % at 4 µM;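 active means cell killing above 50% in the first pass at 4 µM, then a duplicate retest at 5 µM averaging 50% or more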;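 further: plate controls were cells with TRAIL plus DMSO for no effect and medium-only wells lacking cells for full effect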
CHOP inhibitor: inhibitors of CHOP promoter induction, primary screen, cell-based, unfolded protein response, luciferase reporter; hit rate 3.8% among 220,000; AID 2732, 2010; CHO-K1 CHOP-promoter luciferase, tunicamycin-induced, 15-18 h; inhibition, % at 10 µM;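 active means compounds that reduced the stress-induced luciferase reporter signal by more than about 70% of percent inhibition, limit read from the data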;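 further: 0% = tunicamycin plus vehicle and 100% = wells without tunicamycin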
FXIIa inh: human FXIIa protease inhibitors, primary screen, biochemical, 1536-well; Coagulation factor XII (Homo sapiens), P00748; purified FXIIa, Boc-QGR-AMC fluorogenic substrate, 2 h; inhibition, % at 5 µM; hit rate 0.3% among 220,000; AID 800, 2007; in the data active means inhibition above about 40%;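 further: 0% = enzyme with no compound and 100% = blank without enzyme; many of its hits are not listed in these tables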
Target sequence (P00748 20-372 limits assumed): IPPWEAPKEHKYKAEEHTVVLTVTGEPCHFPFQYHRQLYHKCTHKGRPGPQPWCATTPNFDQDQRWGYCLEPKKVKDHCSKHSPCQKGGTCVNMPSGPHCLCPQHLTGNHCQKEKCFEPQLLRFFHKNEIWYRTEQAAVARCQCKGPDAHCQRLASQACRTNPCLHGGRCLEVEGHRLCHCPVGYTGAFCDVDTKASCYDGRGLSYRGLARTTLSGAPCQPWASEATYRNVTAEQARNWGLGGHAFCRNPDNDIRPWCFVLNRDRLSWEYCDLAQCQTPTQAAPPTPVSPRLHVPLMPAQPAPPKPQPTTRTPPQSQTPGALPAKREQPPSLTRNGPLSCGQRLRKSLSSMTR
Target sequence (P00748 373-615 limits assumed): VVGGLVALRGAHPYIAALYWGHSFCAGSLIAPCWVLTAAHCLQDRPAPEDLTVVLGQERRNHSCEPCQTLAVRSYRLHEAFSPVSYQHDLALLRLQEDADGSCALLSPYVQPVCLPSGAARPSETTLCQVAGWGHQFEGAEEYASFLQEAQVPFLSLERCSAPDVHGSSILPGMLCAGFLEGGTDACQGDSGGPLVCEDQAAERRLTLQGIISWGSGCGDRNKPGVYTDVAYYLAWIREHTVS
Starred values were filed as active, the others as inactive; & = joins results of further samples.

CCOc1ccccc1NC(=O)CSc1ccc([N+](=O)[O-])cc1 was read as TNF necrop inh 1.9, zVAD death inh 1.2, Tb hexokinase -2, PGE2 EP2 inh 3, Wee1 stabilizer -4, FXIa inh 1536 3, PPC-1+TRAIL kill 22, CHOP inhibitor 5 and FXIIa inh 8.
`CC(=O)Nc1nnc(SCC(=O)c2ccc(F)cc2)s1` gave TNF necrop inh 1.6, zVAD death inh -0.4, Tb hexokinase 3, PGE2 EP2 inh 6, Wee1 stabilizer 0, FXIa inh 1536 -3, CHOP inhibitor -5 and FXIIa inh 3.
COc1ccc(S(=O)(=O)NC2CC2)cc1-n1cnnn1 was read as TNF necrop inh 0.0, zVAD death inh 0.3, Tb hexokinase -6, PGE2 EP2 inh 6, Wee1 stabilizer 2, FXIa inh 1536 1, PPC-1+TRAIL kill 7, CHOP inhibitor -6 and FXIIa inh 8.
For CC(=O)/C(C#N)=C1\NC(=O)C(Cc2ccc(C)c(Cl)c2)S1 (stereo not given) the results were TNF necrop inh -4.1, zVAD death inh 0.8, Tb hexokinase -39, PGE2 EP2 inh 7, Wee1 stabilizer -3, FXIa inh 1536 4, PPC-1+TRAIL kill 14, CHOP inhibitor 3 and FXIIa inh 6.
O=C(N/N=C/c1cccc(C(F)(F)F)c1)C1CCN(c2ncc(C(F)(F)F)cc2Cl)CC1 was read as TNF necrop inh -6.0, zVAD death inh 0.7, Tb hexokinase 4, PGE2 EP2 inh 6, Wee1 stabilizer 5, FXIa inh 1536 -5, PPC-1+TRAIL kill 11, CHOP inhibitor 83* and FXIIa inh -1.
`CC1=CC(C)(C)Nc2ccccc21` gave TNF necrop inh 1.4, zVAD death inh 0.3, Tb hexokinase -2, PGE2 EP2 inh 2, Wee1 stabilizer 1, FXIa inh 1536 -14, PPC-1+TRAIL kill -6, CHOP inhibitor 11 and FXIIa inh 14.
Screening COc1ccc(NC(=O)c2cc(C)nc3ccccc23)c(OC)c1 returned TNF necrop inh 0.6, zVAD death inh 4.6, Tb hexokinase -7, PGE2 EP2 inh 6, Wee1 stabilizer 1, FXIa inh 1536 -6, PPC-1+TRAIL kill 17, CHOP inhibitor 30 and FXIIa inh 3.
CC(C)(C)NC(=O)Cn1c(=O)n(CC(=O)NC(C)(C)C)c2ccccc21 was read as TNF necrop inh 0.3, zVAD death inh 0.6, Tb hexokinase 6, PGE2 EP2 inh 5, Wee1 stabilizer 0, FXIa inh 1536 -3, PPC-1+TRAIL kill 9, CHOP inhibitor 10 and FXIIa inh 4.
CS(=O)(=O)N(CC(=O)NCc1ccncc1)c1ccc(Cl)c(Cl)c1 was read as TNF necrop inh 0.2, zVAD death inh 0.2, Tb hexokinase 3, PGE2 EP2 inh 4, Wee1 stabilizer -1, FXIa inh 1536 -1, PPC-1+TRAIL kill 23, CHOP inhibitor -3 and FXIIa inh 8.
Screening COc1ccccc1N1CCN(/N=C/c2cc([N+](=O)[O-])ccc2Cl)CC1 returned TNF necrop inh -0.1, zVAD death inh 0.6, Tb hexokinase -10, PGE2 EP2 inh 8, Wee1 stabilizer -4, FXIa inh 1536 -3, PPC-1+TRAIL kill 26, CHOP inhibitor 1 and FXIIa inh 3.
Screening O=C(NC1CCCc2ccccc21)C1CCN(C(=O)c2sccc2-n2cccc2)CC1 (stereo not given) returned TNF necrop inh 1.9, zVAD death inh 1.3, Tb hexokinase 1, PGE2 EP2 inh 4, Wee1 stabilizer -3, FXIa inh 1536 22, PPC-1+TRAIL kill 26, CHOP inhibitor 23 and FXIIa inh 27.
Screening CCC(C(=O)Nc1ccccc1C(=O)N1CCCC1)N1C(=O)c2ccccc2C1=O (stereo not given) returned TNF necrop inh -0.2, zVAD death inh -0.3, Tb hexokinase 3, PGE2 EP2 inh 8, Wee1 stabilizer 2, FXIa inh 1536 1, PPC-1+TRAIL kill -1, CHOP inhibitor -8 and FXIIa inh 8.
Screening O=C(NC(C(=O)c1ccccc1)N1CCOCC1)c1cccs1 (stereo not given) returned TNF necrop inh -1.7, zVAD death inh -0.5, Tb hexokinase -10, PGE2 EP2 inh 9, Wee1 stabilizer -2, FXIa inh 1536 -7, PPC-1+TRAIL kill 2, CHOP inhibitor 7 and FXIIa inh -12.
For CN(C)CCNC(=O)C1CCCNC1=O (stereo not given) the results were TNF necrop inh -0.6, zVAD death inh -0.1, Tb hexokinase 6, PGE2 EP2 inh 14, Wee1 stabilizer -2, FXIa inh 1536 2, PPC-1+TRAIL kill 14, CHOP inhibitor -6 and FXIIa inh 9.
`COc1ccc(OC)c(C(=O)CSc2nc3cccnc3n2C)c1` gave TNF necrop inh 0.1, zVAD death inh -0.1, Tb hexokinase -4, PGE2 EP2 inh 14, Wee1 stabilizer 1, FXIa inh 1536 8, PPC-1+TRAIL kill 14, CHOP inhibitor -4 and FXIIa inh 13.
COc1ccc(C(=O)NCC2CCCO2)cc1S(=O)(=O)N1CCCc2ccccc21 (stereo not given) was read as TNF necrop inh -0.3, zVAD death inh -0.6, Tb hexokinase -1, PGE2 EP2 inh 2, Wee1 stabilizer -4, FXIa inh 1536 0, PPC-1+TRAIL kill -4, CHOP inhibitor 30 and FXIIa inh 9.
`COc1cc(S(=O)(=O)N(Cc2cccnc2)Cc2ccco2)ccc1-n1cnnn1` gave TNF necrop inh 0.1, zVAD death inh -0.2, Tb hexokinase 37, PGE2 EP2 inh 10&2, Wee1 stabilizer -3, FXIa inh 1536 -11, PPC-1+TRAIL kill 8, CHOP inhibitor 24 and FXIIa inh 14.
Screening CCOc1ccc(Br)cc1CNCCN1CCOCC1 returned TNF necrop inh 1.3, zVAD death inh -0.2, Tb hexokinase 10, PGE2 EP2 inh 9, Wee1 stabilizer 3, FXIa inh 1536 6, PPC-1+TRAIL kill 12, CHOP inhibitor -8 and FXIIa inh 17.
For Cc1c(NC(=O)c2ccco2)cccc1-c1nc2cccnc2s1 the results were TNF necrop inh -0.4, zVAD death inh 2.7, Tb hexokinase -6, PGE2 EP2 inh 15, Wee1 stabilizer -2, FXIa inh 1536 4, PPC-1+TRAIL kill 11, CHOP inhibitor 44 and FXIIa inh 12.
CCOC(=O)c1c(/N=C/N(C)C)sc2c1CCC2 was read as TNF necrop inh 1.8, zVAD death inh 0.5, Tb hexokinase -22, PGE2 EP2 inh 1, Wee1 stabilizer 0, FXIa inh 1536 7, PPC-1+TRAIL kill 7, CHOP inhibitor 30 and FXIIa inh 5.
Screening O=c1c(-c2ccc(Br)cc2)[n+]([O-])c2ccccc2n1OCc1ccccc1 returned TNF necrop inh 2.1, zVAD death inh 0.3, Tb hexokinase -24, PGE2 EP2 inh 8, Wee1 stabilizer -1, FXIa inh 1536 -3, PPC-1+TRAIL kill 4, CHOP inhibitor 11 and FXIIa inh 2.
`CCOP(=O)(c1c(F)c(F)c(F)c(F)c1F)C(O)c1ccccc1` (stereo not given) gave TNF necrop inh -3.0, zVAD death inh 0.2, Tb hexokinase 0, PGE2 EP2 inh 19, Wee1 stabilizer -2, FXIa inh 1536 1, PPC-1+TRAIL kill 2, CHOP inhibitor 32 and FXIIa inh 12.
For Cc1ccc(CNC(=O)Cn2c(=O)n(-c3ccccc3)c(=O)c3sccc32)cc1 the results were TNF necrop inh 0.1, zVAD death inh 3.4, Tb hexokinase 1, PGE2 EP2 inh 11, Wee1 stabilizer -2, FXIa inh 1536 -5, PPC-1+TRAIL kill 8, CHOP inhibitor 14 and FXIIa inh 3.
Screening Cc1ccc(NC(=O)Nc2cnccn2)cc1Cl returned TNF necrop inh 1.7, zVAD death inh 80*, Tb hexokinase -12, PGE2 EP2 inh 15, Wee1 stabilizer -1, FXIa inh 1536 -3, PPC-1+TRAIL kill 10, CHOP inhibitor 9 and FXIIa inh 6.
`CCc1c(C(C)S(=O)(=O)c2ccccc2)[nH]c(=O)n1CC` (stereo not given) gave TNF necrop inh -0.2, zVAD death inh 2.6, Tb hexokinase -12, PGE2 EP2 inh 12, Wee1 stabilizer 0, FXIa inh 1536 -4, PPC-1+TRAIL kill 8, CHOP inhibitor 3 and FXIIa inh 6.
Screening Cc1cc(NC(=O)c2c([N+](=O)[O-])cnn2C)no1 returned TNF necrop inh -1.3, zVAD death inh 0.8, Tb hexokinase -3, PGE2 EP2 inh 5, Wee1 stabilizer 0, FXIa inh 1536 2, PPC-1+TRAIL kill 13, CHOP inhibitor -7 and FXIIa inh 12.
Screening O=C1NC(=O)/C(=C/c2ccc(OS(=O)(=O)c3ccc(F)cc3F)cc2)N1 returned TNF necrop inh 1.6, zVAD death inh 0.7, Tb hexokinase -32, PGE2 EP2 inh 0, Wee1 stabilizer 1, FXIa inh 1536 1, PPC-1+TRAIL kill -2, CHOP inhibitor -5 and FXIIa inh -2.
`CCOc1ccccc1N(CC(=O)NC1CCCC1)C(=O)CCCC(=O)Nc1ccccn1` gave TNF necrop inh 1.3, zVAD death inh -0.2, Tb hexokinase 0, PGE2 EP2 inh 21, Wee1 stabilizer 1, FXIa inh 1536 -6, PPC-1+TRAIL kill 0, CHOP inhibitor 38 and FXIIa inh -4.
Cc1ccc(C(=O)/C=C/c2cn(CN3CCN(C)CC3)c3ccccc23)cc1 was read as TNF necrop inh -9.8, zVAD death inh 0.3, Tb hexokinase -1, PGE2 EP2 inh 5, Wee1 stabilizer 1, FXIa inh 1536 5, PPC-1+TRAIL kill 13, CHOP inhibitor 82* and FXIIa inh 15.
`COc1cc(NC(=S)NCCCN2CCOCC2)c(OC)cc1Cl` gave TNF necrop inh -2.5, zVAD death inh 0.1, Tb hexokinase -1, PGE2 EP2 inh 3, Wee1 stabilizer 1, FXIa inh 1536 -2, PPC-1+TRAIL kill 3, CHOP inhibitor 7 and FXIIa inh 4.
`Oc1c(N=NC(=S)Nc2ccccc2F)c2ccccc2n1Cc1ccc(Cl)cc1` gave TNF necrop inh -1.9, zVAD death inh -0.7, Tb hexokinase 8, PGE2 EP2 inh 3, Wee1 stabilizer -1, FXIa inh 1536 -2, PPC-1+TRAIL kill -2, CHOP inhibitor 3 and FXIIa inh 3.
Screening COc1cc([N+](=O)[O-])ccc1NC(=O)COC(=O)C=C(C)C returned TNF necrop inh 2.0, zVAD death inh -0.5, Tb hexokinase -3, PGE2 EP2 inh 4, Wee1 stabilizer 0, FXIa inh 1536 -4, PPC-1+TRAIL kill 4, CHOP inhibitor -4 and FXIIa inh 7.
Cc1nc(-c2ccc(C(F)(F)F)cc2)sc1C(=O)NN was read as TNF necrop inh 0.0, zVAD death inh 1.9, Tb hexokinase -9, PGE2 EP2 inh 6, Wee1 stabilizer -2, FXIa inh 1536 -15, PPC-1+TRAIL kill 50, CHOP inhibitor -33 and FXIIa inh 5.
O=C(NCCO)/C(=C\c1cccc([N+](=O)[O-])c1)NC(=O)c1ccco1 was read as TNF necrop inh 1.4, zVAD death inh 1.1, Tb hexokinase -2, PGE2 EP2 inh 11, Wee1 stabilizer -4, FXIa inh 1536 0, PPC-1+TRAIL kill 6, CHOP inhibitor -4 and FXIIa inh 9.

Bioassay records deposited in PubChem by several laboratories.

An excerpt. The share of hits here may be higher or lower than overall.
